Screening data from PubChem BioAssay.
IDE cell activ: boosts human insulin-degrading enzyme activity in HEK cells | FAbeta-B cleavage, fluorescence polarization; 0% vehicle, 100% cell-free pure enzyme wells | AID 493087 | 340,000 tested, 0.073% active | P14735 | activation, % at 5.96 µM;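 active = activation above the mean of all tested compounds plus 3 SD, set per screening campaign, cut at about 17% in these data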
PfM18AAP inh: PfM18AAP enzyme inhibition | recombinant PfM18AAP, H-Glu-NHMec fluorogenic cleavage | inhibition, % at 7.35 µM | 290,000 tested, 1.2% active | AID 1822;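 active = inhibition above the campaign mean inhibition over all tested compounds plus 3 SD, cut at about 28% in these data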;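 note: 0% = plate median of test compound wells and 100% = 2 mM ZnCl2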
MEKK3 PB1 HTS: raises or lowers MEK5 binding to the human MEKK3 PB1 domain | 290,000 tested, 1.4% active | binding response (% of control), % at 10 µM | bead-based flow cytometry, Alexa488-MEK5 binding to MEKK3; actives lie on both sides; 0 = blocked by unlabeled MEK5, 100 = vehicle | Q99759;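 active = binding response more than 3 SD above or below the average of its plate-row segment, actives on both sides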;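 note: Alexa488 bead fluorescence after subtracting the streptavidin-only scavenger bead signal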
Target sequence (Q99759 whole entry, looked up, the tested form may be a part): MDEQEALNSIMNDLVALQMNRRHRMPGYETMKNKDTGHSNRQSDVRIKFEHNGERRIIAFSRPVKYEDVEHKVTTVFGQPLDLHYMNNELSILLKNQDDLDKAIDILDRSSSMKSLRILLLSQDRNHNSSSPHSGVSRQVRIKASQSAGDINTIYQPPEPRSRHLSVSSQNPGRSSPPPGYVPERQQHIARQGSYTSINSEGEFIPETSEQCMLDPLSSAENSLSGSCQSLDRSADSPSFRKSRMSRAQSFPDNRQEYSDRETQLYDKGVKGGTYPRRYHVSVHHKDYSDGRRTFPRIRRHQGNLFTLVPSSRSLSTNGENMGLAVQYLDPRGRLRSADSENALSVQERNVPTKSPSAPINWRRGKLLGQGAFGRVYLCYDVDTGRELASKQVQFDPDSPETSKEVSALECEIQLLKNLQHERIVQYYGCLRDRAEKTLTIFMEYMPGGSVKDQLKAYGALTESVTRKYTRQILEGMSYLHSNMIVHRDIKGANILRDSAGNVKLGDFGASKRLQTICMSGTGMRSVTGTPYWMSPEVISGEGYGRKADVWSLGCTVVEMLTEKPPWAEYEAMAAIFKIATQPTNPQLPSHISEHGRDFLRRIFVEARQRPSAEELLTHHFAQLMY
NALP1 inh: blocks the NALP1 inflammasome reconstituted in yeast. S. cerevisiae NALP1/ASC/caspase-1 growth, X-gal OD620, 72 h. inhibition, % at 10 µM. 280,000 tested, 0.61% active. AID 2071; in the data active = inhibition mostly above about 24%, no sharp cut-off; inactive = mostly below about 32%; note: some compounds called inactive have numbers as strong as hits
IDE cell inh: cellular human IDE inhibition; P14735; HEK cells, FAbetaB cleavage, fluorescence polarization; inhibition, % at 5.59 µM; 320,000 tested, 0.41% active; AID 434962;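 active = percent inhibition above the average of all tested compounds plus 3 SD, set per screening campaign, cut at about 16% in these data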;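 note: IDE supplied by intact live HEK cells; FP after avidin binding of uncleaved biotin substrate so inhibition keeps polarization high; 0% = DMSO wells and 100% = 60 µM reference IDE inhibitor Ii1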
MEKK2 WT-MEK5: raises or lowers MEK5 binding to wildtype human MEKK2 PB1 domain; Q9Y2U5; bead flow cytometry, Alexa488-MEK5 binding to MEKK2 WT; actives lie on both sides; 290,000 tested, 1.1% active; binding response (% of control), % at 10 µM; in the data active = binding response below about 67% or above about 130%
pCIP destab: lowers stability of the mouse p/CIP coactivator protein | Q05BA5 | F442A p/CIP-EGFP cells, EGFP fluorescence, 16 h | decrease of EGFP signal, % at 10 µM | 290,000 tested, 0.01% active | AID 1984;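 active = EGFP signal decrease of at least 30% at 10 µM or well 3 SD below plate mean, unless failing retest; inactive = the rest, including hits failing retest or dose response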; note: some compounds called inactive have numbers as strong as hits; many of its hits are not listed in these tables
UBC9 SUMO inh: blocks human SUMOylation mediated by UBC9. HTRF SUMOylation assay, SAE1/SAE2 + UBC9, in vitro. 290,000 tested, 0.36% active. P63279. inhibition, % at 35 µM; in the data active = inhibition above about 50%, passing the limit was not always enough; note: strong numbers were not always called active
Target sequence (P63279 whole entry, looked up): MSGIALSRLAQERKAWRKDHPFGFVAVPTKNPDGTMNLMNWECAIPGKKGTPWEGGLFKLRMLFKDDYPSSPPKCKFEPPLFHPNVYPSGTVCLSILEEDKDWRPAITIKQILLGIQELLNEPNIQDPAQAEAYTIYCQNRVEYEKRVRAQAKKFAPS
MEKK2mut PB1 HTS: signal of MEK5 binding to mutant human MEKK2 PB1 domain | AID 1530 | bead flow cytometry, Alexa488-MEK5 binding to MEKK2 mutant | 290,000 tested, 0.35% active | percent response, % at 10 µM; in the data active = percent response above about 24%, passing the limit was not always enough; note: inactives centre near 1; some results filed as inactive read as strong as hits; reference of the scale not given here
The depositor's hits bear a star; . = not tested or not shown. Only part of the results is shown. The share of hits here may be higher or lower than overall.

#	canonical_smiles	IDE cell activ	PfM18AAP inh	MEKK3 PB1 HTS	NALP1 inh	IDE cell inh	MEKK2 WT-MEK5	pCIP destab	UBC9 SUMO inh	MEKK2mut PB1 HTS
1	CCCC1Cc2c(sc3ncnc(N)c23)CO1 (stereo not drawn)	3	4	96	7	7	98	-11	21	1
2	COc1ccc(C(=O)CN2C(=O)NC3(CCc4ccccc43)C2=O)cc1 (stereo not drawn)	-2	-8	102	2	-3	111	6	1	9
3	O=C1c2cccc3cccc(c23)C(=O)N1/N=C/c1ccc(O)cc1O	5	9	105	11	-1	113	-8	6	5
4	COc1ccc(NC(=O)C2CCCN2C(=O)NCc2ccccc2)c(OC)c1 (stereo not drawn)	3	0	110	7	0	100	-6	11	1
5	O=C(COC(=O)CSc1ccc2ccccc2c1)NC1CC1	1	4	102	32	3	98	3	11	10
6	CCCC(=O)Nc1ccc(C(=O)NCc2ccccc2Cl)cc1	2	-4	111	-12	4	98	-1	-18	18
7	CC(C)CNc1nc(=S)nc(N(C)C)[nH]1	-9	6	110	11	0	106	-15	18	5
8	CCC(CO)NC1=C([N+](=O)[O-])C(=O)CC(C)(C)C1 (stereo not drawn)	2	-7	101	12	4	116	1	-2	11
9	CC(=O)Nc1ccc(OCC=C(Cl)Cl)cc1	-1	-1	93	37	4	91	2	-9	-12
10	O=C(CSc1nc2c(c(=O)n1-c1ccc(Br)cc1)SCC2)Nc1nccs1	4	-1	103	15	3	105	6	-24	2
11	O=C(c1ccc(F)cc1)c1cc2ccccc2o1	4	5	108	14	-6	106	-10	14	-6
12	CCCC/C(O)=C1\C(=O)CC(C)(C)CC1=Nc1ccc(OC)cc1	0	-17	102	5	0	98	-7	22	-1
13	CCOc1ccc(CNC(=O)CCC(=O)n2ncc3ccc(Cl)cc32)cc1	6	1	98	2	3	97	-1	-9	1
14	COC(=O)c1c(NC(=O)c2nc3nc(C)cc(C(F)F)n3n2)sc2c1CCC2	11	-2	108	-1	0	102	7	25	7
15	CCc1ccc2c(c1)C1(SC(NC(C)=O)=NN1C(C)=O)C(=O)N2CC (stereo not drawn)	1	-9	96	-1	-2	82	3	-2	-11
16	COc1ccc(NC(=O)CSc2nc(C3CC3)nc3ccccc23)c(OC)c1	-3	-6	100	13	-1	98	-2	15	2
17	Cc1ccsc1/C=N/N1CCN(c2ccccn2)CC1	4	6	98	-3	0	96	-9	13	4
18	CNC(=O)c1[nH]cnc1C(=O)Nc1ccccn1	0	-3	99	6	10	97	-8	19	-10
19	CCC(=O)c1ccc(N2CCN(C(=O)c3cc([N+](=O)[O-])ccc3F)CC2)c(F)c1	2	3	104	5	4	103	-13	13	4
20	Cc1ccc(N(C(C)C(=O)N2CCOCC2)S(C)(=O)=O)cc1C (stereo not drawn)	5	-9	102	14	2	106	-3	0	-4
21	Cc1cccc(NC(=O)CCCSc2nc3ccccc3[nH]2)c1	-3	1	105	21	1	101	-6	-4	-2
22	O=C(c1coc(=O)c(Br)c1)N1CCCc2ccccc21	0	-1	97	13	3	96	-13	29	-4
23	O=C(Nc1nc2n(n1)C(c1ccccc1)CC(c1ccc(Cl)cc1)N2)c1ccco1 (stereo not drawn)	0	2	104	-13	-1	96	-19	9	0
24	O=C(NCCC1=CCCCC1)C1CCCN(S(=O)(=O)c2cnc[nH]2)C1 (stereo not drawn)	2	-2	114	-5	7	116	7	-6	7
25	CC1CCN(C(=O)CCNC(=O)Cn2cnc3sc4c(c3c2=O)CCCC4)CC1	4	4	100	4	2	101	-1	8	-3
26	Cc1ccc(S(=O)(=O)[N-]c2nc3ccccc3nc2-n2cc[n+](Cc3ccccc3)c2)cc1	2	-10	102	-9	0	95	-10	4	3
27	COc1ccc(CCNC(=O)COC(=O)CCC(=O)c2ccc(F)cc2)cc1OC	-6	1	105	5	3	98	8	10	-5
28	CN1CCN(C(=O)/C(=C/c2cn(S(=O)(=O)N(C)C)c3ccccc23)NC(=O)c2ccccc2)CC1	1	0	98	36	0	99	-4	-7	-6
29	COc1ccccc1OCCOc1ccc(/C=C2\C(=N)N3N=C(S(C)(=O)=O)SC3=NC2=O)cc1	7	-3	103	-5	2	98	7	8	-2
30	C=CCNC(=O)NC(=O)CN1C(=O)NC(c2ccccc2)(c2ccccc2)C1=O	5	2	98	0	-10	93	-8	3	-1

Random excerpt: 3 records from the list
#	canonical_smiles	IDE cell activ	PfM18AAP inh	MEKK3 PB1 HTS	NALP1 inh	IDE cell inh	MEKK2 WT-MEK5	pCIP destab	UBC9 SUMO inh	MEKK2mut PB1 HTS
25	CC1CCN(C(=O)CCNC(=O)Cn2cnc3sc4c(c3c2=O)CCCC4)CC1	4	4	100	4	2	101	-1	8	-3
20	Cc1ccc(N(C(C)C(=O)N2CCOCC2)S(C)(=O)=O)cc1C (stereo not drawn)	5	-9	102	14	2	106	-3	0	-4
9	CC(=O)Nc1ccc(OCC=C(Cl)Cl)cc1	-1	-1	93	37	4	91	2	-9	-12

The listing continues.
#	canonical_smiles	IDE cell activ	PfM18AAP inh	MEKK3 PB1 HTS	NALP1 inh	IDE cell inh	MEKK2 WT-MEK5	pCIP destab	UBC9 SUMO inh	MEKK2mut PB1 HTS
31	CCOC(=O)c1cc(C#N)c(N2CCCNCC2)nc1C(F)(F)F	3	1	98	7	4	99	4	4	-2
32	Cc1c2c(n3c(nc4ccccc43)c1C#N)N(CCCN(C)C)CC2	-2	6	92	28	0	96	-2	32	-42
33	O=C(/C=C/c1ccccc1F)c1ccoc1	-5	6	93	1	2	96	-2	18	3
34	CCCCC(O)(CCCC)C(=O)NN(C(=O)OCC)c1ccccc1	-1	-3	101	12	-2	113	2	0	18
35	CCn1c(CNC(=O)c2ccc(OC)c(OC)c2)nnc1SCC(=O)c1ccc(OC)cc1	-6	-5	101	-13	0	102	-2	-1	4
36	CN1CCCN(C(=O)c2ccc(Br)cc2)CC1	2	2	106	-13	-3	112	-1	1	6
37	Cc1cc(-c2ccccc2)nc(Oc2cccc(C(F)(F)F)c2)c1S(C)(=O)=O	2	0	98	6	0	94	-4	-1	-7
38	COc1cccc(N(CC(=O)NC2CCCCC2)C(=O)CCC(=O)Nc2nc(C)cs2)c1	6	-3	101	12	1	101	-1	-14	1
39	O=C(NC(=S)Nc1ccc(Cc2ccncc2)cc1)c1ccccc1	5	3	112	11	5	110	-25	5	6
40	Oc1ccc(/C=N/N(c2ccccc2)c2ccccc2)cc1O	5	67*	101	-2	7	99	-21	17	2
41	Fc1ccc(-c2ccc(-c3nn4c(-c5ccco5)nnc4s3)o2)cc1	3	4	101	6	-3	99	-7	27	3
42	CC(C)OCCCNC(=O)c1ccc(CS(=O)(=O)c2cccc(C(F)(F)F)c2)o1	5	12	106	6	4	101	-19	-7	6
43	COc1cccc(OCc2nnc(SCC(=O)OC3CCCCC3)n2C)c1	2	-2	105	-1	-2	103	1	29	0
44	CC1(C)CC(=O)C(C=NCCN2CCN(C(=O)c3ccc(F)cc3)CC2)=C(O)C1	2	0	110	8	2	100	-1	11	2
45	CC(C)(C)c1nc2scc(-c3ccc(Br)cc3)c2c(=O)o1	-1	6	94	7	8	94	-11	3	-3
46	COc1cccc(NC(=S)NC2CC3CCCC(C2)N3CC(C)C)c1 (stereo not drawn)	1	5	99	-5	-2	106	11	8	6
47	COc1ccc(OCC(O)COc2ccc(C(=O)O)cc2)cc1 (stereo not drawn)	3	12	98	-2	-2	92	-9	10	-3
48	COc1ccc(/C=N/NC(=O)c2cccnc2)cc1CN1CCc2cc(OC)c(OC)cc2C1C (stereo not drawn)	2	-10	100	-6	-3	117	3	24	12
49	COC(=O)C(Cc1ccc(O)cc1)NC(=O)NC12CC3CC(CC(C3)C1)C2 (stereo not drawn)	-3	-9	104	18	1	106	-11	12	6
50	O=C(CO/N=C/c1ccc(OC(F)F)cc1)NC1CCCCCC1	4	-13	102	6	2	95	-3	5	-4
51	O=C(CSc1nc2ccccc2nc1SCC(=O)N1CCCCC1)N1CCCCC1	-4	0	98	28	0	99	-18	-25	4
52	O=C(N/N=C/c1cc(Br)cc(Br)c1O)c1cccc(N2CCCC2=O)c1	5	4	95	-8	0	91	-7	-30	-10
53	Cc1cccc2cc(CN(Cc3cccs3)C(=S)NCc3ccco3)c(=O)[nH]c12	4	-3	108	5	1	104	-4	-2	0
54	O=C(/C=C/c1cccs1)c1ccc(Br)cc1	2	8	104	-6	-2	100	0	8	7
55	COc1ccc2nc(NNC(=O)COc3ccccc3)sc2c1	4	38*	103	12	2	103	6	-3	3
56	Cc1ccc(CN2CCN(CC(=O)N3CCC(C(N)=O)CC3)C2=O)cc1	-1	-4	109	.	3	108	.	.	14
57	Cc1c(C(=O)NCCc2ccccc2)oc2ccc(S(=O)(=O)N3CCOCC3)cc12	-4	0	125*	35	-2	116	2	-13	6
58	CC(=O)c1ccc(NC(=O)c2ccc(S(=O)(=O)N3CCCC3)cc2)cc1	4	2	105	14	-3	109	2	1	8
59	O=C(COc1ccc(Cl)cc1)N1CCN(c2ccc([N+](=O)[O-])c(N3CCCCC3)c2)CC1	-1	2	97	37	1	101	-2	-16	0
60	NC(=O)CC[C@H](NC(=O)c1ccc(F)cc1)C(=O)OCC(=O)Nc1ccc(N2CCOCC2)cc1	-2	6	91	21	2	94	-3	8	-2

#	canonical_smiles	IDE cell activ	PfM18AAP inh	MEKK3 PB1 HTS	NALP1 inh	IDE cell inh	MEKK2 WT-MEK5	pCIP destab	UBC9 SUMO inh	MEKK2mut PB1 HTS
61	Clc1ccc(-c2nn3cnnc3s2)c(Cl)c1	-1	13	106	-14	-5	107	-12	26	3
62	O=C(NCCN1CCCCC1)Nc1ccc(Br)cc1	6	-3	111	10	4	121	-1	8	18
63	Cc1nn(CCCC(=O)NCCc2ccc(Cl)cc2)c(=O)c2nn(-c3ccccc3)c(C)c12	3	4	103	-14	1	105	3	-4	4
64	Cc1cccc(NC(=O)C2(C)CC3c4ccccc4C2c2ccccc23)c1C (stereo not drawn)	0	16	103	16	3	112	-1	-8	10
65	O=C(CSc1nc2ccccc2n1S(=O)(=O)c1ccccc1)N1CCCC1	1	0	104	16	1	117	6	16	12
66	COc1ccc(CCNC(=O)C(C(=O)c2ccccc2)n2cc(Cl)ccc2=O)cc1OC (stereo not drawn)	-3	0	92	12	6	90	-5	1	-3
67	COCCNc1nnnc2c1sc1nc(N3CCOCC3)c3c(c12)CCCC3	.	0	104	-14	.	103	-7	-1	4
68	O=C(Nc1ccc(Oc2cccnc2)cc1)C1CCCCN1Cc1ccc(CO)o1 (stereo not drawn)	-1	-6	102	4	-4	104	4	10	1
69	Cc1cc(=O)[nH]c(SCC(=O)NC2CCCc3ccccc32)n1 (stereo not drawn)	-5	5	98	30	3	97	-9	19	2
70	CN1CCN(C2=C(NS(=O)(=O)c3cccs3)C(=O)c3ccccc3C2=O)CC1	5	8	97	.	-1	97	-4	15	-1
71	O=C(CSc1nc(-c2ccco2)cc(C(F)(F)F)n1)NCCN1CCOCC1	6	10	97	3	-1	91	-5	10	-8
72	CCOC(=O)c1c(C)oc2c1c(CN1CCN(C(=O)OCC)CC1)c(O)c1ccccc12	-4	5	100	8	6	98	6	4	0
73	O=C1Nc2ccccc2/C1=C/c1ccnc2ccccc12	9	12	106	1	7	104	-19	9	9
74	Cc1ccc(/C=C/C(=O)NC(=S)Nc2ccccc2C(=O)NC2CCCCC2)cc1	-1	-2	95	10	1	99	-6	6	0
75	Cc1ccc(C(=O)Nc2nnc(NC(=S)Nc3ccccc3)s2)cc1	4	5	101	-2	2	91	4	-17	-2
76	CS(=O)(=O)N(CC(=O)Nc1ccc(Br)cc1)C1CCCCC1	-1	6	102	21	0	110	3	11	8
77	Cc1ccc(S(=O)(=O)NN=C2CCC(C(C)(C)C)CC2)cc1[N+](=O)[O-] (stereo not drawn)	6	2	96	21	-5	107	-5	8	20
